# PGE2 EP2 inh – inhibitors of human EP2 prostaglandin E2 receptor; P43116; C6 glioma cells expressing human EP2, cAMP TR-FRET; cells stimulated with saturating PGE2; inhibition, % at 25 µM; 260,000 compounds, 0.52% hits; AID 1422;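 active means percent inhibition above 40 after rounding to a whole number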;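 further: rat C6 glioma host cells with rolipram phosphodiesterase inhibitor present; the protocol text gives 20 µM as final concentration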
# Target sequence (P43116 whole entry, looked up): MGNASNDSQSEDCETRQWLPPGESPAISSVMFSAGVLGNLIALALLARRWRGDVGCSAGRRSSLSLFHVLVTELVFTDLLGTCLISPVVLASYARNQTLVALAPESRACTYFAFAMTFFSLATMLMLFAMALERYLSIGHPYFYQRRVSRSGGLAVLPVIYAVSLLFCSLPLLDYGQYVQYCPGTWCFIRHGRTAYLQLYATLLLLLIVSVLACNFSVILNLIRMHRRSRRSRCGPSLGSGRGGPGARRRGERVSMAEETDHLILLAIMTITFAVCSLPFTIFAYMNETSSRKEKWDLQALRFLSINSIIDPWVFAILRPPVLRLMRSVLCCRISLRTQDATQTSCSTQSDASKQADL
# p97 inhibitor – blocks human p97 ATPase activity. 220,000 compounds, 0.42% hits. inhibition, % at 8 µM. recombinant p97 ATPase, Kinase-Glo ATP luminescence, 3 h. P55072; in the data active means inhibition above about 15%;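 further: 0% = DMSO vehicle and 100% = wells lacking enzyme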
# NPY-Y2 PAM-ag – human NPY-Y2 potentiation or agonism, primary screen. P49146. cells expressing NPY-Y2, potentiator/agonist read-out. activation, % at 3.6 µM. 220,000 compounds, 0.45% hits; in the data active means activation above about 27%;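 further: cells stimulated with NPY near EC25 plus isoproterenol at EC100; 0% = vehicle plus submaximal agonist and 100% = vehicle plus saturating agonist; some results beyond the cut were filed as inactive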
# Target sequence (P49146 whole entry, looked up): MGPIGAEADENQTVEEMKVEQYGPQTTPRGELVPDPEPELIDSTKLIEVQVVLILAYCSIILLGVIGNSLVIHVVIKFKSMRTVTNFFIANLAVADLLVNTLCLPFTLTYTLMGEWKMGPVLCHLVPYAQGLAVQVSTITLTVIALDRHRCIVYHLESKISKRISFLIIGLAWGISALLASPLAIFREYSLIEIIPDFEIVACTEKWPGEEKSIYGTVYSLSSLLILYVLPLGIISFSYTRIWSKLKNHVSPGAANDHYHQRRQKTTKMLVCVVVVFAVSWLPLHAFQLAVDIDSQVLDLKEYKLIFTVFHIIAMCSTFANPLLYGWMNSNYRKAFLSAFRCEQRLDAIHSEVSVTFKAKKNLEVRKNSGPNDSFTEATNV
# NPY Y1 blocker – NPY-Y1 (human) receptor antagonism. HEK293-CNG Y1 cells, membrane potential fluorescence; NPY at EC95, then isoproterenol. AID 1040. P25929. 200,000 compounds, 1% hits. inhibition, % at 3.6 µM;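 active means inhibition above the campaign mean inhibition of all tested compounds plus 3 SD, cut at about 20% in these data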;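 further: 0% = DMSO wells given NPY plus isoproterenol and 100% = isoproterenol alone without NPY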
#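 material = HEK293 cells with Y1 receptor plus CNG channel | also added = NPY 25 nM then isoproterenol 1 µM plus Ro 20-1724 25 µM | schedule = dye 3 h, compound 60 min room temperature, stimulation 45 min | measured by = membrane potential fluorescence | benchmarks = high control isoproterenol alone, low control NPY with isoproterenol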
# S1P4 ag – activates the human S1P4 receptor; S1P4-expressing cell line, agonist reporter assay; O95977; 220,000 compounds, 0.35% hits; activation, % at 4.98 µM; AID 1509; in the data active means activation above about 11%;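 further: 0% = DMSO vehicle and 100% = reference agonist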
# Target sequence (O95977 whole entry, looked up): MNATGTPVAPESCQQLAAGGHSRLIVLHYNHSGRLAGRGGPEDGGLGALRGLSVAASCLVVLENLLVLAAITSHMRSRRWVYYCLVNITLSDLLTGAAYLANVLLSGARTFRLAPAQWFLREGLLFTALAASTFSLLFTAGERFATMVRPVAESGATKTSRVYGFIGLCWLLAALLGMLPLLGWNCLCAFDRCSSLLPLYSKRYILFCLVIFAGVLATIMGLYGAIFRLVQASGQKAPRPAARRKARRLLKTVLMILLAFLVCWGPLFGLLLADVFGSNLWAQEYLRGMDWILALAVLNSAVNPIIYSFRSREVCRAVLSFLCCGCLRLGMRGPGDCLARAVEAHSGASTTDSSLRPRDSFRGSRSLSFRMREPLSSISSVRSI
# NPY1 pot ag – human NPY-Y1 potentiation or agonism, primary screen; P25929; NPY-Y1 expressing cells, potentiator/agonist activation; activation, % at 3.6 µM; 220,000 compounds, 0.37% hits; AID 1304; in the data active means activation above about 33%, passing the limit was not always enough;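 further: cells stimulated with NPY at EC10 then isoproterenol at EC100; 0% = low agonist plus stimulus and 100% = saturating agonist plus stimulus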
# S1P4 antag – blocks the human S1P4 receptor | O95977 | S1P4-expressing cells, antagonist mode, reporter read-out | inhibition, % at 4.98 µM | 220,000 compounds, 0.26% hits | AID 1510; in the data active means inhibition above about 29%;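 further: 0% = wells stimulated with agonist and 100% = vehicle wells without agonist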
# eIF4E-4G inh – eIF4E/eIF4G interaction inhibition in translation initiation | P63073+Q04637 | TR-FRET eIF4E-eIF4GI(517-606) binding, 2 h | inhibition, % at 21.7 µM | 220,000 compounds, 0.37% hits;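 active means inhibition above about 30%, limit read from the data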;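 further: 0% = full FRET control wells and 100% = background wells lacking eIF4GI fragment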
# EP2 modulator – EP2 receptor (human) modulation. P43116. EP2-expressing cells, cAMP HTRF FRET, PGE2 co-stimulation. induction, % at 25 µM. 260,000 compounds, 0.83% hits. AID 940;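 active means compounds whose cAMP rise, as percent of the full-agonist control response, exceeds 60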;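 further: rat C6 glioma line stably carrying human EP2 under a CMV promoter; the protocol text gives 20 µM as final concentration; 100% = response of wells given 1 µM PGE2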
# Starred values were filed as active, the others as inactive; . = not tested or not shown; & = joins results of further samples; [ ] = another dose, or the depositor's remark. A portion of the library; count on the stated rates, not on these rows.
SMILES,PGE2 EP2 inh,p97 inhibitor,NPY-Y2 PAM-ag,NPY Y1 blocker,S1P4 ag,NPY1 pot ag,S1P4 antag,eIF4E-4G inh,EP2 modulator
CC(=O)Nc1c(O)n(C)c2ccccc12,4,-2,3,3,0.4,-1,-24,-1,21
CCOC(=O)CN1C(=O)C2Cc3ccccc3CN2C1=S (stereo unspecified),9,1,11,-3,2.9,25,-25,-7,7
Cc1ccc(-c2nc3cccnc3s2)cc1NC(=O)c1ccco1,.,5,5,-3,-1.7,-36,-4,.,.
Cc1ccc(NC(=O)CN(C)C(=O)c2n[nH]c(=O)c3ccccc23)cc1,2,1,-12,10,-0.8,0,-7,-1,-1
CCOC(=O)/C(C#N)=N/Nc1c(C)n(C)n(-c2ccccc2)c1=O,7,9,4,-1,1.5,8,-15,3,20
COc1cc(Br)c(CCNC(=O)Cc2ccccc2)cc1OC,5,0,-2,2,3.3,-7,-22,2,10
Cc1ccc2nc(-c3cccc(N)c3)[nH]c2c1,17,-36,-22,6,-0.2,-40,0,-1[fluorescence artefact?],11
Cc1cccc(NC(=O)C2CC(=O)OC23CCCC3)c1 (stereo unspecified),11,4,4,1,0.5,-12,-12,1,15
O=C(Nc1nnc(SCc2c(Cl)cccc2Cl)s1)C1CCCO1 (stereo unspecified),3,-2,-35,5,0.4,-17,-1,-3,44
O=C(COC(=O)C(Cc1ccccc1)NC(=O)c1ccco1)NC1CC1 (stereo unspecified),6,4,10,1,-3.1,3,2,-4,39
Cc1nc2ccc(NC(=O)N3CCOCC3)cc2s1,14,3,4,-3,-0.7,10,-6,4,19
Cc1ccc(-c2cc(C(=O)Nc3ccc(S(=O)(=O)Nc4onc(C)c4C)cc3)c3ccccc3n2)cc1,7,-7,-9,5,0.7,-15,-5,1,20
COc1ccc(-n2c(Cc3cccn3C)nnc2SCC(=O)NCc2ccc(F)cc2)cc1,4,-1,4,-8,-0.3,-10,-10,4,25
O=C(COC(=O)/C=C/c1cccc(F)c1)NNC(=O)c1ccccc1,0,0,-15,11,0.7,-32,-33,3,-12
O=C(Nc1ccc(Cl)c(C(F)(F)F)c1)c1ccncc1,8,1,-5,-1,1.9,4,-31,2,-62

# Among those listed so far, these have a Cl atom.
SMILES,PGE2 EP2 inh,p97 inhibitor,NPY-Y2 PAM-ag,NPY Y1 blocker,S1P4 ag,NPY1 pot ag,S1P4 antag,eIF4E-4G inh,EP2 modulator
O=C(Nc1nnc(SCc2c(Cl)cccc2Cl)s1)C1CCCO1 (stereo unspecified),3,-2,-35,5,0.4,-17,-1,-3,44
O=C(Nc1ccc(Cl)c(C(F)(F)F)c1)c1ccncc1,8,1,-5,-1,1.9,4,-31,2,-62

# The main list resumes, repeating the 4 entries before the break.
SMILES,PGE2 EP2 inh,p97 inhibitor,NPY-Y2 PAM-ag,NPY Y1 blocker,S1P4 ag,NPY1 pot ag,S1P4 antag,eIF4E-4G inh,EP2 modulator
Cc1ccc(-c2cc(C(=O)Nc3ccc(S(=O)(=O)Nc4onc(C)c4C)cc3)c3ccccc3n2)cc1,7,-7,-9,5,0.7,-15,-5,1,20
COc1ccc(-n2c(Cc3cccn3C)nnc2SCC(=O)NCc2ccc(F)cc2)cc1,4,-1,4,-8,-0.3,-10,-10,4,25
O=C(COC(=O)/C=C/c1cccc(F)c1)NNC(=O)c1ccccc1,0,0,-15,11,0.7,-32,-33,3,-12
O=C(Nc1ccc(Cl)c(C(F)(F)F)c1)c1ccncc1,8,1,-5,-1,1.9,4,-31,2,-62
CCOc1ccc(C(=O)NCC(C)C)cc1,12,4,4,9,0.9,6,-9,0,7
COc1ccc(C(=O)Nc2ccc3c(c2)OCCO3)cc1,9,-2,-2,-6,-0.8,5,1,-1[fluorescence artefact?],-17
CN(C)/C=C1\C(=O)N(c2ccc(Cl)c(Cl)c2)CS1(=O)=O,6,-2,13,5,1.6,-2,-22,-1,-29
Cn1c(SCC(=O)c2ccccc2F)nnc1C1CC1,10&9,0,6,-3,3.9,-29,-38,-7,7&29
COc1ccc(C(=O)Nc2cccc(/C(C)=N/NC(=O)c3ccc([N+](=O)[O-])c(C)c3)c2)cc1OC,24,-2,-7,2,0.4,1,-6,1,-9
O=C(O)CSc1cc(C(=O)c2cc(F)ccc2O)cn2c(=O)c3c(-c4ccccc4)csc3nc12,9,0,-10,.,2.1,-11,-6,22,52
CSc1nc2cc(C)nn2c(-c2ccc(C(C)(C)C)cc2)c1C#N,14,-1,-5,.,1.2,-26,-1,-2,34
COc1ccc(C(=O)NCCn2ccc3ccccc32)c(OC)c1,5,2,-15,11,0.7,-5,-4,2,-40
O=C(NC(=S)Nc1ccc(CN2CCOCC2)cc1)c1ccc([N+](=O)[O-])cc1,4,2,5,-1,0.1,10,-13,1[fluorescence artefact?],3
O=C(NCc1ccc(OC(F)(F)F)cc1)C12CN(Cc3ccccc3)CC1C(c1cccc([N+](=O)[O-])c1)=NO2 (stereo unspecified),-2,3,3,-1,0.5,14,4,-3,3
CCCN1CN=C(Nc2nc3ccccc3o2)NC1,8,-7,0,.,1.1,-13,-5,-3,18
O=C(CNC(=O)c1ccc(F)cc1)N/N=C/c1cn[nH]c1-c1ccccc1,4,7,2,-10,16*,7,-19,-3[fluorescence artefact?],-3
CCC(=O)Nc1ccc(C(=O)NNC(=O)Cc2ccccc2)cc1,4,2,-9,-10,0.9,13,-5,7,-2
c1ccc(CCc2nn3c(Cn4nnc5ccccc54)nnc3s2)cc1,11,-3,-11,6,0.5,-7,-18,9,7
COc1cccc(CNC(=O)CCNS(=O)(=O)c2cccc3nsnc23)c1,2,4,-3,5,2.0,6,1,0,9

# S1P4 ag: hit marks shown above.
SMILES,p97 inhibitor,NPY-Y2 PAM-ag,NPY Y1 blocker,S1P4 ag,NPY1 pot ag,S1P4 antag,eIF4E-4G inh,EP2 modulator
O=C(CNC(=O)c1ccc(F)cc1)N/N=C/c1cn[nH]c1-c1ccccc1,7,2,-10,16*,7,-19,-3[fluorescence artefact?],-3

# Next section.
SMILES,PGE2 EP2 inh,p97 inhibitor,NPY-Y2 PAM-ag,NPY Y1 blocker,S1P4 ag,NPY1 pot ag,S1P4 antag,eIF4E-4G inh,EP2 modulator
CNc1c([N+](=O)[O-])cnn1-c1cccc(Cl)n1,11,0,2,4,0.1,9,10,0,-15
CSCCC(NC(=O)COc1ccccc1)C(=O)N1CCN(c2ccccc2F)CC1 (stereo unspecified),9,-9,-16,5,-0.3,-15,16,-6,2
COc1cc(C2NC(=S)NC(c3ccccc3)=C2C(C)=O)cc(Br)c1OCC(N)=O (stereo unspecified),1,6,5,4,-2.4,14,-10,5,-3
Cc1nc(SCc2ccc(Cl)cc2)ncc1C(=O)O,3,0,-13,16,0.4,-31,-3,3,9
CCOc1ccccc1Nc1nnc(SCC(=O)NC(=O)c2cccn2C)s1,7,1,-5,-1,0.2,-10,-24,-2,-40
CC(Sc1nc(N2CCOCC2)nc(N2CCOCC2)n1)C(=O)Nc1ccccc1 (stereo unspecified),3,-9,2,5,-1.1,-11,-14,1,-9
O=C(CNC(=O)c1ccccc1Br)N/N=C/c1ccccc1O,10,-4,-18,9,-2.6,-2,-29,-2,-31
COc1cc(-n2c(C)nc3cc(C(=O)NCCN4CCOCC4)ccc32)cc(OC)c1OC,10,5,5,-4,2.4,7,-17,7,28
COC(=O)[C@@H](NC(=O)NCc1ccccc1F)C(C)C,6,4,6,8,-0.6,-5,16,-3,8
O=C(CCCN1C(=O)c2ccccc2C1=O)N1CCC(c2ccccc2)C1 (stereo unspecified),11,1,2,0,0.5,-3,-4,-3,23
COc1ccc(CNc2ccc(C)cc2)cc1Br,3,0,6,0,0.6,-20,-2,-4,39
O=C1C(C=NCCN2CCOCC2)=C(O)c2ccccc21,11,1,-6,0,1.3,-6,3,0,33
CCN(CC)S(=O)(=O)c1cccc(-c2n[nH]c(=S)n2CC(C)C)c1,6,0,-10,0,0.5,-12,-9,2,-21
Cc1cccc(-c2nc(Nc3ccc(N4CCOCC4)cc3)c3ccccc3n2)c1,6,3,12,-2,1.8,11,-5,14,11
CC(=O)N(c1cccc(C)c1)C1SC(=O)N(c2ccccc2)C1=O (stereo unspecified),16,2,12,-1,1.2,10,-5,-4,28
COCCCNCCOCCOc1ccc(C)cc1[N+](=O)[O-],1,1,5,-2,1.5,1,-8,6,-5
O=C(CN(c1ccc(F)cc1)S(=O)(=O)c1ccccc1)Nc1ccccc1C(=O)O,4,1,15,3,-1.1,-9,-4,3,1
CN(CCc1cn[nH]c1)C(=O)CC1C(=O)NCCN1Cc1ccccc1C(F)(F)F (stereo unspecified),10,-6,-9,0,1.7,-22,8,-3,-15
COc1ccccc1Nc1nnc(Cc2ccccc2)c(=O)[nH]1,13,2,-4,7,0.2,-3,-10,-2,9
O=C(Nc1ccc(S(=O)(=O)Nc2ncccn2)cc1)c1ccc(F)c(S(=O)(=O)N2CCOCC2)c1,4,3,-2,.,2.0,15,-6,-10,-3
COc1ccc(CC(=O)NNC(=S)NCC2CC2)cc1OC,8,5,8,.,0.9,3,0,0,20
CCOC(=O)C1(C(=O)OCC)C(c2ccccc2)CC(O)N1C(C)=O (stereo unspecified),7,2,12,1,-0.6,15,12,3,17
CC(C)Sc1nc2c([nH]1)c(=N)ncn2Cc1ccccc1,7,5,5,3,1.2,9,-17,-3,-8
CN(C)/C=N/c1c(C#N)cnn1-c1ncnc2sc(-c3ccccc3)cc12,24,-4,-3,1,1.4,-35,3,-4,34
CCCOC(=O)CSC1=C(C#N)C(c2ccccc2OC)C(C#N)C(=O)N1 (stereo unspecified),12,1,12,-5,1.5,6,-1,3,35
Cc1noc(C)c1-c1nc(CS(=O)(=O)c2ccc(Cl)cc2)no1,13,3,-9,.,0.2,4,7,-1,4
COc1ccccc1-n1c(=O)c(C#N)c(-c2ccc([N+](=O)[O-])cc2)c2cc(C(=O)c3cc(F)ccc3O)cnc21,6,0,0,-2,-1.6,19,9,1,-23
Cc1ccc(CSCC(=O)Nc2c(C)n(C)n(-c3ccccc3)c2=O)cc1,8,4,2,5,-0.7,-11,-15,0[fluorescence artefact?],12
O=C(O)c1ccc(N/N=C/c2cn(Cc3ccccc3F)c3ccccc23)cc1,5,5,7,.,0.6,20,14,4,87*
CC(=O)OCC(=O)N1CCN(c2ccc([N+](=O)[O-])cc2)CC1,4,10,3,-2,3.8,-21,-1,1,-2
COc1ccc(N=c2oc3cc(O)ccc3cc2C(=O)Nc2ccccn2)cc1OC,43*,-3,-3,-3,2.2,7,-5,8,-84
COc1ccc(CCNC(=O)C2CCN(c3nccc(C)n3)CC2)cc1,8,0,-2,2,-0.1,-5,11,2,15
O=C(OCCN1CCCC1=O)c1cncc(Br)c1,1,-3,-8,10,2.3,-12,-8,1,29
CCOc1ccc(Br)cc1/C=N/NC(=O)c1ccncc1,14,4,-5,1,-3.0,-29,-8,5,-6
O=C(c1ccccn1)N1CC=C(c2ccccc2)CC1,7,-4,5,5,0.1,-31,-6,-5,7
Cc1cc(C)n(CC(=O)N/N=C/c2ccco2)n1,7,-2,-1,2,0.0,-3,1,-4,12
Cc1ccccc1CN(C)C(C)C(=O)Nc1ccccc1F (stereo unspecified),10,-2,-16,23*,-0.8,-1,1,2,41
Cc1nnc(SCc2ccc(C(=O)O)cc2)s1,1,-3,-3,2,-2.3,6,-11,-1,9
N#Cc1cc(Oc2cccc3cccnc23)c(-n2nnc3ccccc32)cc1C#N,5,6,-2,-8,7.4,-2,34*,2,0
O=c1c(Cl)c(NCCCO)cnn1-c1nc2ccccc2[nH]1,39,-9,-16,5,-5.0,3,0,1,-50
Cn1nc(C(F)(F)F)c(-c2ccccc2)c1NC(=O)c1cccnc1,15,-3,2,.,1.1,-1,-12,-1,-5

# Bioassay records from PubChem.
